Compound activity as filed in PubChem.
TCR activator = T cell receptor activation; primary human leukocytes, anti-CD3, IL-2 HTRF, 48 h; 330,000 tested, under 10 active; Potency, µM (titrated, usually from 9.22 µM), inactives show top-dose activation of IL-2 secretion, hits mostly activators; note: % of control where 0% means no effect
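Activity was scored as IL-2 release from primary human leukocytes given only a TCR signal (a-CD3 beads) plus compound for 48 hr. Detection used a two-antibody HTRF format read at 665nm.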
PTAP TSG101 blk = blocks PTAP/TSG101 interaction to inhibit HIV-1 budding. Potency, µM (doses to about 115 µM), for inactives: top-dose activity change, negative = inhibition, actives largely listed as inhibitors. 340,000 tested, under 10 active. Q99816. AID 493005. Fluorescence polarization, FITC-PTAP peptide / Tsg101 binding; active = well fitted inhibition curve with a large enough effect in the main read-out, with a control signal flat, not every such curve was filed as active; inconclusive = small, poorly fitted or top-dose-only effect, or effect the other way, or a change in a side signal; inactive = no such curve, though single readings can be large or run the other way; note: potency is the fitted concentration of half-maximal effect; % of control where 0% means no effect
Target sequence (Q99816 whole entry, looked up): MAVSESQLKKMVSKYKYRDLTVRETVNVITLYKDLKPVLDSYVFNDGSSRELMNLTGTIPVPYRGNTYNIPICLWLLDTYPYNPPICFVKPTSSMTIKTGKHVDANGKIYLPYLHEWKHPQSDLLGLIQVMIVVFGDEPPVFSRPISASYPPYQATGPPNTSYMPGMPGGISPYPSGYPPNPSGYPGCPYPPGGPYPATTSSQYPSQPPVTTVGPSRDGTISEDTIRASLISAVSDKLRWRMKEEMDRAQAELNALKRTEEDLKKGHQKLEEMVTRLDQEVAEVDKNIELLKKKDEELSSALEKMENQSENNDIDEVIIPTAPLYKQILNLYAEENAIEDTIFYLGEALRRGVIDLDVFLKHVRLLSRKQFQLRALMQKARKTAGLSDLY
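Fluorescence polarization binding of Tsg101 binding domain (10 uM final) to FITC-labeled PTAP peptide (50 nM final) in HEPES pH 7.5 buffer with NaCl, Tween 20, EDTA, TCEP. Compounds added before peptide; binding 20 min at RT.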
TSHR antag = human thyrotropin receptor antagonism. 0.2% of 330,000 active. activity change, negative = inhibition, % at 11.5 µM. TSHR-expressing cells, TSH-stimulated cAMP HTRF, 2 h; hits give low values. P16473;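 active = activity change below a set negative limit, meaning inhibition stronger than a set level, cut at about -70% in these data; inconclusive = activity change between two set negative limits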; note: % is set by controls: 0 for no effect and ±100 for the full control effect
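Freshly harvested TSHR cells receive pin-tooled compound, then EC80 TSH at 4nM final. After 2 hours at 37 deg C, antibody in lysis buffer and cAMP-d2 are added; 30 minutes at ambient temperature precede the HTRF read.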
a7 integrin act = activators of alpha7 integrin expression for muscular dystrophy; alpha7betagal myoblasts, beta-gal FDG fluorescence, 48 h; Potency, µM (top dose mostly 38.3 µM), for inactives: at the highest dose activation, usual class: activators; 0.064% of 350,000 active; AID 624291;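 note: potency is the fitted concentration of half-maximal effect; 100% = response of the positive control SU9516; nearly all actives have a fitted effect of over 60% in size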
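alpha7betagal+/- myoblasts (passage 13, 250/well) treated 48 h at 37C with compounds at 1:260 dilution of DMSO stock. Lysed, then beta-galactosidase activity read as FDG fluorescence (ex 480/em 540) after 30 min, with pre-read for autofluorescence.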
Chronic BCR inh = inhibitors of chronic active B-cell receptor signaling. 0.05% of 340,000 active. ABC-DLBCL IkBa-CBG/CBR reporter, luminescence ratio, 4 h. Potency, µM (series often up to 46.1 µM), inactives show at the top dose ratio change, negative = lower green/red ratio, usual class: inhibitors. AID 493014; active = well fitted inhibition curve with a large enough effect in the signal ratio, with a control signal flat, not every such curve was filed as active; inconclusive = small, poorly fitted or top-dose-only effect, or effect the other way, or a change in a side signal; the % refers to the signal ratio;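 note: potency is the fitted concentration of half-maximal effect; plate controls were basal doxycycline-induced cells for no effect and cells given 10 µM MG132 for full effect; MG132 reads +100%, hits lower the ratio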
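TMD8 ABC-DLBCL cells carrying doxycycline-inducible green luciferase fused to IkappaBalpha plus unfused red luciferase were exposed to compounds (up to 46 uM) for 4 hrs at 37C. Activity came from the overlap-corrected green/red luminescence ratio.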
Mito fusion yeast = blocks mitochondrial division or promotes mitochondrial fusion | AID 485298 | Potency, µM (doses to about 46.1 µM), for the others: at the highest dose growth rescue (activation), most hits filed as activators | S. cerevisiae fusion-defective mutant growth rescue, CellTiterGlo 48 h | 0.23% of 320,000 active;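 note: potency is the fitted concentration of half-maximal effect; % of control where 0% means no effect; nearly all actives have a fitted effect of over 45% in size; temperature-sensitive fusion mutants such as fzo1-1 at 37 °C on non-fermentable ethanol glycerol medium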
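Read-out: ATP-based luminescence (CellTiterGlo, 10 min ambient) reporting growth of fusion-defective ts yeast after 48 hours at 37C on glycerol/ethanol YPEG medium in the presence of compound.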
Tb PFK block = blocks T. brucei phosphofructokinase; 0.17% of 330,000 active; T. brucei PFK, ADP-Glo luminescence; Potency, µM (series often up to 57.5 µM), without a hit: top-dose activity, negative = inhibition, most hits filed as inhibitors; O15648;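 note: potency is the fitted concentration of half-maximal effect; 0% = uninhibited 1x PFK enzyme wells and -100% = no-enzyme wells; nearly all actives have a fitted effect of over 60% in size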
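Compounds were pin-transferred as a titration series up to 57 uM into substrate buffer (0.5 mM F6P, 0.1 mM ATP, pH 8.0), then 1.25 nM PFK was added and reactions ran 45 min before ADP-Glo detection.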
Eya2 phos inh = Eya2 (human) phosphatase inhibition. 0.006% of 330,000 active. Potency, µM (highest dose often 76.9 µM), for inactives: top-dose activity, negative = inhibition, actives largely listed as inhibitors. AID 488837. O00167. recombinant Eya2, OMFP fluorescence dephosphorylation (OMFP is methylfluorescein phosphate); note: potency is the fitted concentration of half-maximal effect; % is set by controls: 0 for no effect and ±100 for the full control effect
Target sequence (O00167 whole entry, looked up): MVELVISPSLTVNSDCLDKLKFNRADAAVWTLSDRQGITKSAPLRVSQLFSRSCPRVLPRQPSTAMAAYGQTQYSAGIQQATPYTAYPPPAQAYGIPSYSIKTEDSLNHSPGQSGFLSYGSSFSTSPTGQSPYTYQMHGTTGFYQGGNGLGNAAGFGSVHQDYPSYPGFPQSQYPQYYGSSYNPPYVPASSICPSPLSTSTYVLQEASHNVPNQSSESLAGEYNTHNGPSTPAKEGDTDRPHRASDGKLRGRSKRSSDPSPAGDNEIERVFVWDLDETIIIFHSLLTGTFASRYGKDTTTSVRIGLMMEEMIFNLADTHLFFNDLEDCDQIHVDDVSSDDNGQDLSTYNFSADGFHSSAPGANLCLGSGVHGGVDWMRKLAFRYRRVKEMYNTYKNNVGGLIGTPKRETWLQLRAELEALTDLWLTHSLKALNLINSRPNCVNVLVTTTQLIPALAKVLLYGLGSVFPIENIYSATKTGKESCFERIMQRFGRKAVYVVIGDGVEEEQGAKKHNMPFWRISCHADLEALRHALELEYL
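Eya2 protein (added as 0.2 uM solution) was preincubated with compound for 10 min at ambient temperature in 50 mM HEPES pH 7.5, 50 mM NaCl, 5 uM MgCl2, 0.05% BSA, 1 mM DTT. OMFP (added at 50 uM) then reacted 10 min; fluorescence read at 485/525 nm.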
S-ASM inh = blocks human secretory acid sphingomyelinase; placental ASM, HMU-PC fluorogenic substrate, 60 min; Potency, µM (top dose mostly 57.5 µM), for inactives: at the top dose activity change, negative = inhibition, usual class: inhibitors; 0.006% of 340,000 active; AID 504937; note: potency is the fitted concentration of half-maximal effect
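Human placenta-derived ASM preincubated with compound 10 min at room temperature, then reacted with 9 uM (final) fluorogenic HMU-PC substrate for 60 min at 37 C. Stop solution raises pH to 10; fluorescence read at Ex 386/Em 447 nm.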
A-T KAP1 phos = potential ataxia-telangiectasia treatments restoring KAP-1 phosphorylation; […] A-T fibroblasts, KAP-1 phosphorylation AlphaLISA; neocarzinostatin DNA damage 30 min before lysis; Potency, µM (series often up to 57.5 µM), for inactives: at the highest dose activation, hits mostly activators; 0.19% of 320,000 active; AID 485349; note: potency is the fitted concentration of half-maximal effect; % of control where 0% means no effect; nearly all actives have a fitted effect of over 45% in size
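ATM-like activity read as KAP-1 phosphorylation via AlphaLISA donor/acceptor antibody pairs after lysis and 6 hr at 25C. Cells were ATM-null patient fibroblasts ([…], hTERT), dosed 60 min, then exposed to the DSB inducer NCS for 30 min.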
ELG1 DNA repair = ELG1-dependent DNA repair inhibition | HEK293T ELG1-luciferase reporter, luminescence, 16 h; DNA damage induced by 5-fluorouridine | Potency, µM (titrated, usually from 46.1 µM), for inactives: at the top dose activity change, negative = inhibition, hits mostly inhibitors | 2.3% of 330,000 active; note: potency is the fitted concentration of half-maximal effect; % is set by controls: 0 for no effect and ±100 for the full control effect; nearly all actives have a fitted effect of over 55% in size
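Overnight (16 hr) co-exposure of 2,000 cells/well to 5-fluorouridine and compound at 37 °C preceded detection. Luciferase was quantified via ONE-Glo luminescence; loss of signal denotes inhibition.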
* marks the source's active call; other numbers are inactive results; [ ] = another dose, or the depositor's remark. Unless noted, calls come from the whole dose curve; as a rule, active = well fitted curve in the direction sought with a large enough effect; inconclusive = small, poorly fitted or top-dose-only effect, or another doubt; inactive = no such curve, though single readings can be large; an effect the other way counts as inactive or inconclusive.

What do the screens show for `COc1ccc(C(c2nnnn2CCc2ccccc2)N2CCN(C3CCCC3)CC2)cc1OC` (stereo not drawn)?
TCR activator: -26%; PTAP TSG101 blk: -4%; TSHR antag: -3; a7 integrin act: 4%; Chronic BCR inh: 0%; Mito fusion yeast: 1%; Tb PFK block: 1%; Eya2 phos inh: -5%; S-ASM inh: 2%; A-T KAP1 phos: 9%; ELG1 DNA repair: 0%

How did CC1(Cc2cn(CCC#N)c3ccccc23)OCCO1 do in these assays?
TCR activator: -3%; PTAP TSG101 blk: -2%; TSHR antag: -10; a7 integrin act: 24%; Chronic BCR inh: -1%; Mito fusion yeast: 6%; Tb PFK block: -6%; Eya2 phos inh: 13%; S-ASM inh: 0%; A-T KAP1 phos: 4%; ELG1 DNA repair: -2%

What do the screens show for `COc1cccc(C(=O)Nc2ccc3c(c2)C(=O)NC3=O)c1`?
TCR activator: 9%; PTAP TSG101 blk: 0%; TSHR antag: -5; a7 integrin act: 10%; Chronic BCR inh: inconclusive; Mito fusion yeast: 0%; Tb PFK block: inconclusive; Eya2 phos inh: -4%; S-ASM inh: 4%; A-T KAP1 phos: -2%; ELG1 DNA repair: 17%

Results for COc1ccc(Cc2c(O)nc(SCC(=O)N3CCOCC3)[nH]c2=O)cc1 ?
TCR activator: 0%; PTAP TSG101 blk: 0%; TSHR antag: -2; a7 integrin act: 0%; Chronic BCR inh: -7%; Mito fusion yeast: 0%; Tb PFK block: -4%; Eya2 phos inh: 4%; S-ASM inh: 1%; A-T KAP1 phos: 8%; ELG1 DNA repair: 5%

What do the screens show for `O=C(COC(=O)CCNS(=O)(=O)c1ccccc1)NC(=O)Cc1ccccc1`?
TCR activator: -10%; PTAP TSG101 blk: -1%; TSHR antag: -1; a7 integrin act: 23%; Chronic BCR inh: 1%; Mito fusion yeast: -2%; Tb PFK block: -5%; Eya2 phos inh: 2%; S-ASM inh: 1%; A-T KAP1 phos: -1%; ELG1 DNA repair: inconclusive

Results for CS(=O)c1ccccc1COC(=O)Nc1ccccc1 (stereo not drawn) ?
TCR activator: 4%; PTAP TSG101 blk: -4%; TSHR antag: 2; a7 integrin act: 0%; Chronic BCR inh: -7%; Mito fusion yeast: 6%; Tb PFK block: -1%; Eya2 phos inh: 5%; S-ASM inh: 0%; A-T KAP1 phos: 7%; ELG1 DNA repair: 9%

What do the screens show for `CC(=Nc1ccccc1)Nc1ccccc1`?
TCR activator: 7%; PTAP TSG101 blk: -6%; TSHR antag: 13; a7 integrin act: inconclusive; Chronic BCR inh: 14%; Mito fusion yeast: 1%; Tb PFK block: 7%; Eya2 phos inh: -11%; S-ASM inh: 4%; A-T KAP1 phos: 0%; ELG1 DNA repair: 23%

Results for O=C(CSc1nccc(=O)[nH]1)Nc1cc(C(F)(F)F)ccc1N1CCOCC1 ?
TCR activator: -3%; PTAP TSG101 blk: -5%; TSHR antag: -2; a7 integrin act: 16%; Chronic BCR inh: 2%; Mito fusion yeast: -6%; Tb PFK block: -9%; Eya2 phos inh: 0%; S-ASM inh: 0%; A-T KAP1 phos: -4%; ELG1 DNA repair: 15%

How did CCc1c(C)nc2ncnn2c1N1CCC(C(=O)NCc2ccc3c(c2)OCO3)CC1 do in these assays?
TSHR antag: 3; a7 integrin act: -7%; Chronic BCR inh: -1%; Mito fusion yeast: -2%; Tb PFK block: -1%; Eya2 phos inh: -8%; S-ASM inh: 1%; A-T KAP1 phos: -1%; ELG1 DNA repair: -9%

What do the screens show for `Cc1cc(CN(C)C(=O)c2ccc(OC3CCN(S(=O)(=O)N(C)C)CC3)cc2)n[nH]1`?
TCR activator: -3%; PTAP TSG101 blk: -1%; TSHR antag: -10; a7 integrin act: -1%; Chronic BCR inh: 3%; Mito fusion yeast: 7%; Tb PFK block: 0%; Eya2 phos inh: 5%; S-ASM inh: 2%; A-T KAP1 phos: -2%; ELG1 DNA repair: -7%

What do the screens show for `CCc1cccc(C)c1NC(=O)CN1CCN(S(=O)(=O)c2ccc(C(C)(C)C)cc2)CC1`?
TCR activator: -1%; PTAP TSG101 blk: -4%; TSHR antag: -8; a7 integrin act: -25%; Chronic BCR inh: -7%; Mito fusion yeast: 21%; Tb PFK block: -7%; Eya2 phos inh: -29%; S-ASM inh: -1%; A-T KAP1 phos: 23%; ELG1 DNA repair: inconclusive

How did O=C(Nc1ccc(Cl)cn1)Nc1ccccc1Cl do in these assays?
TCR activator: -4%[46.1 µM]; PTAP TSG101 blk: -1%; TSHR antag: 16; a7 integrin act: -3%; Chronic BCR inh: -6%; Mito fusion yeast: 2%; Tb PFK block: -1%; Eya2 phos inh: -4%; S-ASM inh: 0%; A-T KAP1 phos: 7%; ELG1 DNA repair: inconclusive

Results for Cc1ccc(S(=O)(=O)N(CCC#N)C2CCCCC2)c2nsnc12 ?
TCR activator: 1%; PTAP TSG101 blk: -10%; TSHR antag: 7; a7 integrin act: 15%; Chronic BCR inh: inconclusive; Mito fusion yeast: 2%; Tb PFK block: 4%; Eya2 phos inh: 7%; S-ASM inh: 1%; A-T KAP1 phos: -6%; ELG1 DNA repair: 3%

What do the screens show for `Cc1cc2ncn(C(=O)c3c(-c4ccccc4)noc3C)c2cc1C`?
TCR activator: -3%; PTAP TSG101 blk: 0%; TSHR antag: 2; a7 integrin act: inconclusive; Chronic BCR inh: -17%; Mito fusion yeast: 0%; Tb PFK block: -6%; Eya2 phos inh: 5%; S-ASM inh: -4%; A-T KAP1 phos: -1%; ELG1 DNA repair: -6%

What do the screens show for `CC(C)N(CCn1c(SCC(=O)Nc2cccnc2Cl)nc2ccccc2c1=O)C(C)C`?
TCR activator: 0%; PTAP TSG101 blk: 0%; TSHR antag: 14; a7 integrin act: -33%; Chronic BCR inh: inconclusive; Mito fusion yeast: 2%; Tb PFK block: 5%; Eya2 phos inh: -7%; S-ASM inh: 7%; A-T KAP1 phos: -6%; ELG1 DNA repair: -5%

Results for COc1ccc(OC)c(NC(=O)CCN2CCCCC2)c1 ?
TCR activator: -3%; PTAP TSG101 blk: -5%; TSHR antag: -2; a7 integrin act: 8%; Chronic BCR inh: 2%; Mito fusion yeast: -13%; Tb PFK block: 0%; Eya2 phos inh: 9%; S-ASM inh: 1%; A-T KAP1 phos: 1%; ELG1 DNA repair: 9%

How did O=C(NCc1ccncc1)C(=O)NCC1OCCCN1S(=O)(=O)c1ccccc1 (stereo not drawn) do in these assays?
TCR activator: -1%[46.1 µM]; PTAP TSG101 blk: -2%; TSHR antag: 14; a7 integrin act: -6%; Chronic BCR inh: 0%; Mito fusion yeast: -4%; Tb PFK block: -17%; Eya2 phos inh: -12%; S-ASM inh: 2%; A-T KAP1 phos: 3%; ELG1 DNA repair: 12%

What do the screens show for `CCc1c(C2(O)CCCCC2)[nH]c2ccc(C(F)(F)F)cc12`?
TCR activator: -1%; PTAP TSG101 blk: 2%; TSHR antag: -25; a7 integrin act: -3%; Chronic BCR inh: inconclusive; Mito fusion yeast: -23%; Tb PFK block: 3%; Eya2 phos inh: -22%; S-ASM inh: -18%; A-T KAP1 phos: -3%; ELG1 DNA repair: -12%

How did Cc1cc(C)n2nc(SCC(=O)c3cccs3)nc2n1 do in these assays?
TCR activator: -12%; PTAP TSG101 blk: 1%; TSHR antag: -4; a7 integrin act: 8%; Chronic BCR inh: inconclusive; Mito fusion yeast: 5%; Tb PFK block: 0%; Eya2 phos inh: -5%; S-ASM inh: 2%; A-T KAP1 phos: 4%; ELG1 DNA repair: 9%
